Screening data: PubChem BioAssay, National Center for Advancing Translational Sciences (NCATS)
G9a block = G9a (human) methyltransferase inhibition; Q96KQ7; G9a H3K9 monomethylation, AlphaScreen, 2 h; Potency, µM (top dose mostly 102 µM), for the others: top-dose activity, negative = inhibition, actives largely listed as inhibitors; 8.8% of 350,000 active; further: on the % scale 0 is the no-effect control and ±100 the full control effect; nearly all actives have a fitted effect of over 75% in size
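AlphaScreen read-out: biotin-H3K9 peptide (500 nM) methylation by 20 nM enzyme with 20 uM SAM, 2 h at room temperature after 15 min compound preincubation; anti-monomethyl H3K9 antibody plus donor/acceptor beads, 10 min dark.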
GLS inhibitor = inhibitors of human glutaminase (GLS) | GLS enzymatic activity, qHTS titration | Potency, µM (highest dose often 45.5 µM), for inactives: top-dose activity change, negative = inhibition, actives largely listed as inhibitors | 0.21% of 410,000 active | AID 624170; further: on the % scale 0 is the no-effect control and ±100 the full control effect
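Glutamate formation by hKGA was monitored fluorometrically using coupled glutamate oxidase, HRP and Amplex Red. Substrate was added as 1 mM L-glutamine solution; incubation was 30 min at RT after an initial read.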
BLM inh = blocks DNA unwinding by human BLM helicase | Potency, µM (top dose mostly 56.1 µM), for the others: at the highest dose activity change, negative = inhibition, actives largely listed as inhibitors | recombinant BLM DNA unwinding, fluorescence dequenching | P54132 | 0.2% of 350,000 active;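 further: plate controls were vehicle for no effect and no enzyme for full effect; nearly all actives have a fitted effect of over 35% in size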
Target sequence (P54132 whole entry, looked up): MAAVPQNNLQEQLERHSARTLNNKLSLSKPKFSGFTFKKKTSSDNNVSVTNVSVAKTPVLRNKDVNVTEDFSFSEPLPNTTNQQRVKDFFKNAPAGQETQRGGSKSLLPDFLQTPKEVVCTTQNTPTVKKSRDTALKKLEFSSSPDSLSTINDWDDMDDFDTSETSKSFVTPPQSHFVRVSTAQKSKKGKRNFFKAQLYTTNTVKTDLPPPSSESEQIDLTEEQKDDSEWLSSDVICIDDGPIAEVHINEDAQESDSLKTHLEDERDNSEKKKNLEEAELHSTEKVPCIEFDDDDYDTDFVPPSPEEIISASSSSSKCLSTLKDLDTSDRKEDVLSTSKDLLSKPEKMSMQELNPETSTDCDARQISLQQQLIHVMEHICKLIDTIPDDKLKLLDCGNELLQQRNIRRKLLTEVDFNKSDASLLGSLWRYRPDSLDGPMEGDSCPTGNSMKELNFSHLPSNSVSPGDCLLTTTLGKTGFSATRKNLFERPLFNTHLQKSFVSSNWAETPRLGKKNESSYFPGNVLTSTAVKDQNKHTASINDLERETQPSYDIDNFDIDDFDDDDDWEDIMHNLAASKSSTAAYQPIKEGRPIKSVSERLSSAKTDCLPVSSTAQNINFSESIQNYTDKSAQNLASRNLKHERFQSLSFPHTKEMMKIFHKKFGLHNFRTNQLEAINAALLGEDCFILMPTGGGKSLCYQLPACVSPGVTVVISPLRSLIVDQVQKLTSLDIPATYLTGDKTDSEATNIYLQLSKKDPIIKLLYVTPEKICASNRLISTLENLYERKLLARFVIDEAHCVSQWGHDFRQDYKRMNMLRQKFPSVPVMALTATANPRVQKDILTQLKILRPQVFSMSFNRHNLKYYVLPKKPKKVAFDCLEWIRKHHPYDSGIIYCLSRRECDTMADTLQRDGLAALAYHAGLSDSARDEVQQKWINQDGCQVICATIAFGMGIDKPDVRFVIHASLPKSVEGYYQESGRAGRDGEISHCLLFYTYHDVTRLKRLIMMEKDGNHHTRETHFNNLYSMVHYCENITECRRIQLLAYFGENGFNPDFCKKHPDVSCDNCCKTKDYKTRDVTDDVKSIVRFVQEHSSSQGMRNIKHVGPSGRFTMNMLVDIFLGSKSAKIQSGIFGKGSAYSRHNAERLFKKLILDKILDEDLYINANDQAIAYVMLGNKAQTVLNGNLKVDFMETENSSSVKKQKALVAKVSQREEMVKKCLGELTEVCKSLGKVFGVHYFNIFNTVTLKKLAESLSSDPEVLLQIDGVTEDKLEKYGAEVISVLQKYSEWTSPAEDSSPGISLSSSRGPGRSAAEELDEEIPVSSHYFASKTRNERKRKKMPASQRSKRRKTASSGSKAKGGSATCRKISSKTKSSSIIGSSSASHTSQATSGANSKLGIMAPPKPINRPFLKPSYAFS
BAZ2B block = BAZ2B (human) inhibition | Potency, µM (doses to about 114 µM), for the others: at the highest dose activity change, negative = inhibition, actives largely listed as inhibitors | Q9UIF8 | AlphaScreen BAZ2B-H3K14Ac peptide displacement | 4.4% of 360,000 active; further: on the % scale 0 is the no-effect control and ±100 the full control effect; nearly all actives have a fitted effect of over 60% in size
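Complex of BAZ2B and biotin-H3K14Ac (50 nM apiece) forms over 30 min at RT, then faces library compounds up to 110 uM for another 30 min; AlphaScreen beads added, 20 min dark incubation, luminescence read.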
JMJD2A Tudor inh = blocks the human JMJD2A Tudor domain | O75164 | AlphaScreen JMJD2A-Tudor / H3K4me3 peptide binding | Potency, µM (titrated, usually from 114 µM), for the others: top-dose activity change, negative = inhibition, actives largely listed as inhibitors | 4.4% of 390,000 active | AID 504339; further: on the % scale 0 is the no-effect control and ±100 the full control effect; nearly all actives have a fitted effect of over 50% in size
Tb PGK inh = inhibitors of T. brucei phosphoglycerate kinase; Potency, µM (series often up to 57.5 µM), without a hit: top-dose activity change, negative = inhibition, hits mostly inhibitors; PGK/GAPDH coupled, Kinase-Glo luminescence, 60 min; AID 602233; 0.043% of 380,000 active; P07378; further: on the % scale 0 is the no-effect control and ±100 the full control effect; nearly all actives have a fitted effect of over 60% in size
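Recombinant glycosomal PGK reaction used 1,3-bisphosphoglycerate generated in-well by GAPDH (100nM final) in 100mM TEA pH 7.6, 5mM MgCl2, 0.01% Tween-20. After 60 minutes at room temperature, ATP was read by Kinase-Glo Plus luminescence end-point.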
POLI inh = inhibitors of human DNA polymerase iota | Q9UNA4 | Pol iota fluorescent replication assay, 10 min | Potency, µM (series often up to 115 µM), inactives show at the highest dose activity, negative = inhibition, actives largely listed as inhibitors | 1% of 390,000 active
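Pol iota at 10 nM preincubated 15 min with compounds at room temperature; reaction started with fluorescent substrate, 50 nM final. Fluorescence read kinetically at 0 and 10 min; buffer-only wells as negative control.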
Pin1 inh = inhibitors of human Pin1; Q13526; Pin1 FP peptide displacement, HiFluor488, 10 min; 0.009% of 390,000 active; Potency, µM (series often up to 115 µM), for the others: at the top dose activity, negative = inhibition, most hits filed as inhibitors; active means well fitted inhibition curve with a large enough effect in the polarisation, with a control signal flat, not every such curve was filed as active; inconclusive means small, poorly fitted or top-dose-only effect, or effect the other way, or a change in a side signal; inactive means no such curve, though single readings can be large or run the other way; the % refers to the polarisation; further: on the % scale 0 is the no-effect control and ±100 the full control effect
HP1b binding inh = blocks HP1-beta chromodomain binding to methylated histone tails; P83916; AlphaScreen HP1-beta / biotin-H3K9me3 peptide binding; Potency, µM (titrated, usually from 114 µM), for inactives: at the highest dose activity change, negative = inhibition, usual class: inhibitors; 0.56% of 390,000 active; further: nearly all actives have a fitted effect of over 70% in size; inactives centre near 23
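Compound inhibition of the preformed complex between 50 nM HP1-beta and 50 nM biotinylated H3K9me3 peptide was read by AlphaScreen. Buffer was PBS pH 7.4 with 0.01% Tween-20. Incubations ran 30 min at room temperature, with 10 ug/mL donor/acceptor beads.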
Numbers without * were called inactive; i = inactive; ? = inconclusive; · = no result given; [ ] = dose if it differs, or a comment. Unless noted, the call rests on the fitted dose curve; in most records, active means well fitted curve in the direction sought with a large enough effect; inconclusive means small, poorly fitted or top-dose-only effect, or another doubt; inactive means no such curve, though single readings can be large; an effect the other way counts as inactive or inconclusive. Potency means the concentration at half of the fitted maximal effect. An excerpt (hit frequency here may not be typical).

A first look:
SMILES	G9a block	GLS inhibitor	BLM inh	BAZ2B block	JMJD2A Tudor inh	Tb PGK inh	POLI inh	Pin1 inh	HP1b binding inh
CN(C)CCNC(=O)c1c(O)c2c([nH]c1=O)CCCC2	-13%[12.7 µM]	12%	-5%	-35%	-13%	6%	-17%	0%	3%
O=C(NCCN1CCOCC1)c1cc(-c2ccco2)on1	?	2%	2%	-1%	-8%	-13%	16%	4%	11%

This part in full, repeating the preview:
SMILES	G9a block	GLS inhibitor	BLM inh	BAZ2B block	JMJD2A Tudor inh	Tb PGK inh	POLI inh	Pin1 inh	HP1b binding inh
CN(C)CCNC(=O)c1c(O)c2c([nH]c1=O)CCCC2	-13%[12.7 µM]	12%	-5%	-35%	-13%	6%	-17%	0%	3%
O=C(NCCN1CCOCC1)c1cc(-c2ccco2)on1	?	2%	2%	-1%	-8%	-13%	16%	4%	11%
CS(=O)(=O)c1ccc(C(=O)NNC(=O)c2cc(-c3ccccc3)n[nH]2)cc1	·	16%	·	·	-15%	7%	47%[activator]	-2%	28%[57 µM]
O=C(Nc1ccc(C(=O)N2CCCC2)cc1)c1ccc(F)cc1Cl	?	-3%	1%	-14%	2%	-3%	15%	-3%	19%
COc1ccc(S(=O)(=O)Oc2c(OC)cc(C(=S)N3CCOCC3)cc2OC)cc1	22µM*	-15%	-5%	-23%	-29%	-9%	21%	3%	-19%
NC(=O)N/N=C/c1c(F)cccc1F	-1%[59 µM]	1%	3%	-8%	-17%	-3%	6%	2%	24%
COCCCNc1nc2nonc2nc1N1C[C@H]2CC[C@H]1C2	·	5%	-2%	9%	-15%	i	59%[activator]	-9%	3%
CCCCN(Cc1ccccc1)S(=O)(=O)c1ccc2c(c1)CC(C)N2C(=O)CC (centres undefined)	-5%[59 µM]	7%	-2%	·	14%	7%	0%	16%	85%[activator]
CC(C(=O)Nc1ccc(S(=O)(=O)N2CCOCC2)cc1)N1C(=O)C2CC=CCC2C1=O (centres undefined)	?	-2%	5%	6%	-11%	5%	-16%	2%	15%
COC(=O)c1c(NS(=O)(=O)Cc2ccccc2)sc2c1CCCC2	?	19%	-5%	?	-20%	i	-9%	0%	-4%
COc1ccc(CC(=O)Nc2cc(S(=O)(=O)N3CCCC3)ccc2Cl)c(OC)c1	?	-5%	·	6%	-28%	-8%	-2%	7%	10%
O=C(CSc1nc2c([nH]c3ccccc32)c(=O)n1-c1ccccc1)NCC1CCCO1 (centres undefined)	4%	2%	0%	-16%	-11%	-1%	44%[activator]	-2%	11%
Cc1ccc(CNC(=O)c2cnc3c(-c4ccc(F)cc4)c(C)nn3c2C)o1	10%[59 µM]	-10%	-2%	2%	-4%	-2%	-5%	3%	55%[activator]
CCOc1ccc(Oc2ccc(NC(=O)[C@@H](NC(N)=O)[C@@H](C)CC)cc2)cc1	3%[12.7 µM]	-9%	-4%	2%	-11%	3%	24%	1%	76%[activator]
O=C1NC(c2ccccc2)=C(c2nc3ccccc3s2)C(c2ccc(O)cc2)N1 (centres undefined)	6%[2.33 µM]	4%	-6%	?	?	i	?	76%[activator]	-5%
CCn1nc(NC(=O)c2ccco2)c2cc3ccccc3nc21	7.9µM*	2%	-2%	7%	25%	-5%	6%	4%	85%[activator]
O=C1C2C3CC(C(Br)C3Br)C2C(=O)N1c1nccs1 (centres undefined)	·	0%	·	·	-14%	-4%	1%	2%	31%
O=C1CSC(c2ccccn2)N1c1cccc(Cl)c1 (centres undefined)	17%[59 µM]	4%	0%	2%	-7%	i	3%	-2%	25%
COCCCNc1oc(COc2ccc(Cl)cc2Cl)nc1C#N	32µM*	14%	-12%	-37%	?	2%	12%	?	-24%
CCSc1nnc(-c2ccc(Cl)cc2)c2ccccc12	-5%	4%	-4%	-2%[57.1 µM]	-5%	-3%	17%	-1%	17%
O=C(CSc1nnc(-c2ccc(S(=O)(=O)N3CCCC3)cc2)o1)NCc1ccccc1	21%[59 µM]	3%	2%	40%[activator]	-32%	-9%	-5%	11%	10%
Cc1ccc2c(c1)C(=O)N1[C@H]3c4cc(C)ccc4OC[C@@H]3[C@H](c3ccccc3)[C@]1(C)C(=O)N2	·	-4%	·	·	-18%	i	-5%	11%	19%
CCn1c(NCc2cc(OC)ccc2OC)nc2ccccc21	?	2%	3%	-9%	-12%	6%	27%	4%	20%
COc1ccc(-c2cc(C(=O)N/N=C/c3ccc(OC)c(COCC(F)(F)C(F)F)c3)c3ccccc3n2)c(OC)c1	6%[12.7 µM]	?	-5%	-1%	?	-2%	-12%	23%	?
COC(=O)C(NC(=O)c1ccc(C)cc1)(Nc1cccc(C)n1)C(F)(F)F (centres undefined)	10%[59 µM]	-8%	-2%	-6%	-16%[57.1 µM]	-5%	8%	6%	40%[activator]
CCc1cc2c(COC(=O)c3c(C)noc3C)cc(=O)oc2cc1O	3%	19%	3%	·	-25%	-1%	-14%	0%	13%
COc1ccc(Cl)cc1NS(=O)(=O)c1cc(-c2cc(C)no2)ccc1C	-2%[59 µM]	1%	-6%	1%	-4%	-5%	6%	7%	54%[activator]
O=C(NCC(c1ccco1)N1CCc2ccccc2C1)c1ccccc1Cl (centres undefined)	-30%	11%	·	?	-17%	6%	7%	0%	21%
COc1ccccc1NC(=O)NCCN1CCN(C(=O)Nc2ccccc2OC)CC1	3%	8%	-3%	-3%	-1%	-18%	-24%	-5%	15%
COc1ccc(CC(=O)OCC(=O)N2CCCc3ccccc32)cc1	4%	21%	·	-1%	-15%	9%	17%	-1%	25%
O=C(O)/C=C/C(=O)Nc1ccccc1C(=O)Nc1ccccc1	?	16%	1%	-35%	-16%	3%	9%	-4%	64%[activator]
Oc1c(Cl)cc(Cl)cc1/C=N/c1nccs1	8.9µM*	-12%	-6%	-2%	-18%	-12%	-4%	?	16%
CCN1C(=O)c2ccc(C(=O)NCc3ccco3)cc2C1=O	·	-10%	-6%	-12%	-5%	2%	136%[activator]	1%	14%
Cc1noc(C)c1S(=O)(=O)N(C)C[C@H]1Oc2ccc(NC(=O)NC(C)C)cc2C(=O)N([C@H](C)CO)C[C@@H]1C	·	4%	·	·	-10%	9%	7%	3%	30%
CC(=O)c1cccc(NC(=O)Cn2nc(-c3ccccc3Cl)ccc2=O)c1	0%	-13%	-13%	-4%	-5%	-7%	35%[activator]	-4%	15%
COCCN1C(=O)/C(=C/c2ccc(N3CCCC3)cc2C)SC1=S	-9%[0.501 µM]	-4%	-7%	8.9µM*	?	-9%	?	?	-16%
CC(C)Cn1c(-c2csc(C(C)C)c2)n[nH]c1=S	5µM*	2%	-5%	-34%	?	-5%	-19%	-5%	-10%
Cc1cc(NCc2ccccn2)ccc1Br	25µM*	11%	-3%	50µM*	8.9µM*	4%	-2%	-13%	-38%
COc1ccc(-n2c(SCC(=O)NNC(=O)c3ccccc3C)nnc2-c2ccncc2)cc1	38%[0.501 µM]	9%	-1%	-4%	-11%	15%	32%	8%	26%
CC(C)NC(=O)C(=O)Nc1cc2c3c(c1)C(C)C(=O)N3CCC2 (centres undefined)	-12%	-1%	-2%	-18%	1%	0%	14%	-2%	38%
CC(NC(=O)c1cccc(Nc2nc3ccccc3n3nnnc23)c1)c1ccccc1 (centres undefined)	-1%[59 µM]	-7%	1%	24%	-16%	i	12%	1%	35%
Cc1nc2ccc(NC(=O)Cc3cccs3)cc2s1	-16%[59 µM]	-3%	-4%	-3%	8%	-10%	1%	3%	32%
COC(=O)NNC(=O)c1ccc(C(C)(C)C)cc1	-12%	10%	2%	-22%	-3%	i	-1%	1%	23%
COc1ccc2c(c1OC)C(=O)N1C2SC[C@H]1C(=O)NCCC(C)C (some centres undefined)	-31%	0%	-2%	4%	-4%	-5%	?	3%	14%
CC(NC(=S)NNS(=O)(=O)c1cccc([N+](=O)[O-])c1)c1ccccc1 (centres undefined)	45%[activator]	2%	0%	-18%	-14%	-4%	7%	1%	43%[activator]
CCC1CCCCN1C(=O)CCn1c(=O)oc2ccccc21 (centres undefined)	·	4%	·	·	-4%	-5%	1%	2%	22%
Cc1c(C(=O)Nc2ccncc2)sc2nc(-c3ccc(F)cc3)cn12	40µM*	-6%	-10%	-3%	-13%	1%	?	22%	44%[activator]
O=C(Cc1ccc(F)cc1)N1CCN=C1SCc1cccc([N+](=O)[O-])c1	-40%	2%	-5%	-34%	3%	-4%	120%[activator]	0%	34%
CC1CCN(C(=O)CN(c2ccccc2)S(=O)(=O)N(C)C)CC1	-6%	3%	-1%	-17%	-11%	i	7%	-10%	14%
Cc1onc(-c2ccccc2)c1C(=O)N/N=C/c1cccs1	32%	-4%	1%	-17%	-23%	-1%	-2%	-1%	29%
CC1CCCCN1C(=O)COC(=O)C1CCN(S(=O)(=O)c2ccc(Cl)c(C(F)(F)F)c2)CC1 (centres undefined)	0%	2%	·	-3%	-10%	i	-12%	-6%	5%
Cc1ccc(N2C(=O)C(Cl)=C(N3CCN(C)CC3)C2=O)c(C)c1	?	9%	3%	3%	-16%	-1%	-12%	-5%	52%[activator]
COCc1cc(C)nc(SCc2ccccc2)c1C#N	·	-8%	-6%	135%[activator]	200%[activator]	-9%	5%	-4%	197%[activator]
O=C(COC(=O)c1cc(=O)[nH]c2ccccc12)NC1CCCCCCC1	7%	-8%	-2%	·	8%	7%	105%[activator]	3%	14%

3 compounds picked at random from those above, as already listed:
SMILES	G9a block	GLS inhibitor	BLM inh	BAZ2B block	JMJD2A Tudor inh	Tb PGK inh	POLI inh	Pin1 inh	HP1b binding inh
COCc1cc(C)nc(SCc2ccccc2)c1C#N	·	-8%	-6%	135%[activator]	200%[activator]	-9%	5%	-4%	197%[activator]
COc1ccc(CC(=O)OCC(=O)N2CCCc3ccccc32)cc1	4%	21%	·	-1%	-15%	9%	17%	-1%	25%
CC1CCCCN1C(=O)COC(=O)C1CCN(S(=O)(=O)c2ccc(Cl)c(C(F)(F)F)c2)CC1 (centres undefined)	0%	2%	·	-3%	-10%	i	-12%	-6%	5%
